Vif-APOBEC3F blk = inhibitors of Vif-A3F interaction | HeLa A3F-eYFP + Vif (tagged APOBEC3F with the HIV-1 protein that degrades it), YFP fluorescence increase | Potency, µM (top dose mostly 46.1 µM), for inactives: at the top dose activity, negative = active | 390,000 tested, 0.2% active | AID 602313; note: potency is the fitted concentration of half-maximal effect; % of control where 0% means no effect; nearly all actives have a fitted effect of over 65% in size
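HeLa cells stably expressing A3F-eYFP plus Vif, plated and incubated overnight at 37 deg C, then exposed to compounds overnight at 37 deg C. Blocked degradation read as raised yellow fluorescence (Ex 488/Em 500-530).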
D1 agonist = human D1 receptor agonism. activation, % at 2 µM. P21728. HEK293 T-REx D1 cells, calcium flux, agonist mode. 360,000 tested, 1% active; in the data active = activation above about 30%; note: 0% is about no effect
Target sequence (P21728 whole entry, looked up): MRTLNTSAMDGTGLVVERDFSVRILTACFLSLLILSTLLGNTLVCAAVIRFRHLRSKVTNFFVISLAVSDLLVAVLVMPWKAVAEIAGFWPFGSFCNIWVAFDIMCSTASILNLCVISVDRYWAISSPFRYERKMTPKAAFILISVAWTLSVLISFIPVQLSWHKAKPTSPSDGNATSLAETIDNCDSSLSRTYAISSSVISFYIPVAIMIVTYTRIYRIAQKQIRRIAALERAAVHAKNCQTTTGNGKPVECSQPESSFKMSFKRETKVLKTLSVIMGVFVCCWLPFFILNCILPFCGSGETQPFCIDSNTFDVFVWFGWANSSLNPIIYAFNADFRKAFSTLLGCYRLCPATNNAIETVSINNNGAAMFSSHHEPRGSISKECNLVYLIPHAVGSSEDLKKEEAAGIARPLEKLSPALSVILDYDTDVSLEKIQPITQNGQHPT
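Inducible HEK293 T-REx D1 cells, force-coupled to calcium signalling, were plated at 4000 cells/well with tetracycline and held overnight at 30 C. After no-wash calcium dye loading, compound-evoked calcium rise over 180 s flagged agonists.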
RXFP1 ag = activates the human relaxin receptor RXFP1 | Q9HBX9 | HEK293T-RXFP1 cAMP TR-FRET, 30 min; response scale: percent of porcine relaxin response, buffer zero | Potency, µM (highest dose often 57.5 µM), for inactives: top-dose activation, usual class: activators | 370,000 tested, 0.3% active | AID 2676; note: potency is the fitted concentration of half-maximal effect; % is set by controls: 0 for no effect and ±100 for the full control effect; nearly all actives have a fitted effect of over 60% in size; many of its hits are not listed in these tables
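HEK293 cells stably expressing RXFP1, treated 30 min at 37C with compounds plus PDE4 inhibitor Ro 20174; cAMP measured by HTRF TR-FRET. Normalized to buffer and 29 nM porcine relaxin; EC50 by Hill fit.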
Glioma ERSR ind = ER stress response induction in glioma. U87-MG GRP78 promoter luciferase reporter, 16 h. Potency, µM, for inactives: top-dose activation, usual class: activators. 420,000 tested, 0.02% active; note: potency is the fitted concentration of half-maximal effect; series mostly up to about 76 µM; % of control where 0% means no effect; nearly all actives have a fitted effect of over 35% in size
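Stably transfected U87-MG human glioma cells carrying a GRP78-based luminescent sensor were seeded at 1000 cells/well, pin-dosed with compounds and incubated 16 h. Luciferase reagent was then added, and end-point luminescence was read after 10 min at room temperature.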
D1 antagonist = human D1 dopamine receptor antagonism; 360,000 tested, 3.2% active; HEK293 TREx D1 cells, calcium flux, dopamine EC80; stronger effect = lower value; P21728; activity change, negative = inhibition, % at 10 µM; AID 504652; in the data active = activity change below about -30%; note: % is set by controls: 0 for no effect and ±100 for the full control effect
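Inducible Hek293 Trex D1 cells (tetracycline, overnight, 30 C). Calcium dye 30–90 min RT. Antagonist mode: EC80 dopamine added after 180 s compound read.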
Vif-A3G inh = blocks the Vif interaction with human APOBEC3G. Q9HC16. HeLa A3G-eYFP + Vif (tagged APOBEC3G with the HIV-1 protein that degrades it), YFP fluorescence, overnight. Potency, µM (titrated, usually from 46.1 µM), for the others: at the highest dose activity, negative = active, most hits filed as inhibitors. 410,000 tested, 0.076% active;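 note: potency is the fitted concentration of half-maximal effect; % is set by controls: 0 for no effect and ±100 for the full control effect; nearly all actives have a fitted effect of over 60% in size; hits raise eYFP signal because A3G escapes Vif-driven loss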
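HeLa cells stably expressing Vif and C-terminally eYFP-tagged A3G, seeded overnight at 37 deg C, then exposed to compound by pintool overnight at 37 deg C. Rise in yellow fluorescence (Ex 488/Em 500-530, Acumen) marks blocked Vif-driven A3G degradation.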
D2 PAM = positive allosteric modulators of human D2 dopamine receptor | HEK293 T-REx D2, calcium flux, EC20 dopamine potentiation | potentiation, % at 10 µM | 340,000 tested, 0.34% active | AID 485347;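 active = potentiation over 3 SD above the plate norm, cut at about 30% in these data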; note: 0% is about no effect
Target sequence (P14416 whole entry, looked up): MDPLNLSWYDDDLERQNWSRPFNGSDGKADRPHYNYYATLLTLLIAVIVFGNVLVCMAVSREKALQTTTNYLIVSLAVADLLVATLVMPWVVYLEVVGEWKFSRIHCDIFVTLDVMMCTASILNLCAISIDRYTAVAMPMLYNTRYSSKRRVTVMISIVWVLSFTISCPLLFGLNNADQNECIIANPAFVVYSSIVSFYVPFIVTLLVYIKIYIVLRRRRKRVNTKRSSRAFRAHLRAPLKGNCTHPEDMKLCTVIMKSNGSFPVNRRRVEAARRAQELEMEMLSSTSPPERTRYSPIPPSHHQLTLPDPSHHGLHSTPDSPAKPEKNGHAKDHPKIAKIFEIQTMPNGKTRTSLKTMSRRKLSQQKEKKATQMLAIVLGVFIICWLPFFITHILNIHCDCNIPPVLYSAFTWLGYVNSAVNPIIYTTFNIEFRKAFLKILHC
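Calcium flux readout, no-wash dye, 1 read/s. Inducible HEK293 Trex D2 line, overnight 30 C. Compound alone 180 s (agonist flags), then EC20 dopamine, another 180 s to score potentiation.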
D1 potentiator = human D1 dopamine receptor positive modulation; P21728; HEK293 TREx D1 cells, calcium flux, dopamine EC20 potentiation; potentiation, % at 10 µM; 360,000 tested, 0.036% active; in the data active = potentiation above about 30%; note: 0% is about no effect
RXFP1 antagonist = antagonists of human relaxin receptor RXFP1 | Q9HBX9 | HEK293-RXFP1, relaxin-stimulated cAMP HTRF, 30 min; stronger effect = lower value | activity change, negative = inhibition, % at 57.5 µM | 350,000 tested, 0.59% active | AID 1259400;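 active = activity change of -60% or lower, but not beyond a set lower limit; inconclusive = change between -60% and -40%, or beyond the set limit; inactive = change above -40%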; note: % is set by controls: 0 for no effect and ±100 for the full control effect
An asterisk follows results filed as active; ? = inconclusive; nt = not tested or not shown; & = joins results of further samples. Unless noted, calls come from the whole dose curve; as a rule, active = well fitted curve in the direction sought with a large enough effect; inconclusive = small, poorly fitted or top-dose-only effect, or another doubt; inactive = no such curve, though single readings can be large; an effect the other way counts as inactive or inconclusive. Not all compounds are listed; the hit share may differ from the screen's.

SMILES	Vif-APOBEC3F blk	D1 agonist	RXFP1 ag	Glioma ERSR ind	D1 antagonist	Vif-A3G inh	D2 PAM	D1 potentiator	RXFP1 antagonist
CN1CCN(C(=O)CCCOc2ccc(Cl)cc2Cl)CC1	-3.7%	5.0	-0.1%	2.6%	-8.6	-6.1%	-6.2	-9.7	-3.9
O=[N+]([O-])c1ccccc1CN1CCN(Cc2ccc3ccccc3c2)CC1	-2.8%	3.3	-2.6%	-4.0%	10.4	-3.3%	3.2	3.6	-17.0
Cc1cc(C)cc(NC(=O)CSc2ccc(-c3cccs3)nn2)c1	2.3%&-2.1%	4.2&3.6	-1.7%&0.1%	-4.6%&-3.5%	4.5&20.1	5.3%&2.2%	-2.6&2.6	-0.8&5.0	-34.9&-6.4
CCSc1nnc2c(n1)OC(c1ccc(C(=O)O)cc1)N(C(C)=O)c1ccccc1-2 (configuration not stated)	0.8%	1.6	-0.7%	-3.4%	-6.5	0.5%	-4.7	-3.8	-25.3
CCn1c2ccccc2c2cc(NC(=O)c3cccc([N+](=O)[O-])c3)ccc21	8.6%	3.7	0.9%	-1.7%	2.4	-0.6%	-12.5	-0.7	-2.0
CCOC(=O)c1c(NC(=O)CN2CCCCC2)sc(C)c1C	-0.9%	4.9	-0.9%	-2.6%	14.5	3.9%	6.0	5.5	-1.7
OC[C@H]1O[C@H](OC[C@H]2OC(O)[C@H](O)[C@@H](O)[C@@H]2O)[C@H](O)[C@@H](O)[C@@H]1O (some centres not stated)	-5.6%	1.4	-0.3%	3.5%	-14.0	1.4%	-10.9	-4.6	nt
NC(=S)NNC(=O)c1cc(C(F)(F)F)cc(C(F)(F)F)c1	?	2.8	0.0%	-1.1%	4.2	0.0%	-4.1	4.1	10.1
Cc1cccc(CSC(=N)N)c1	-8.3%	5.1	-0.6%	-5.3%	-6.1	-1.8%	-5.8	-0.9	-0.7
Cc1c(N(C)S(=O)(=O)c2cc(C(=O)N3CCCC3)ccc2Cl)c(=O)n(-c2ccccc2)n1C	2.2%	3.1	0.8%	-4.6%	3.0	0.6%	-6.3	-16.3	-9.0
COCCn1c(SCC(=O)Nc2cc(C)cc(C)c2)nnc1C(C)C	-10.4%	3.1	0.2%	0.1%	-1.6	-1.4%	3.5	-1.3	-2.1
COc1cccc(OCC(=O)NCCS(=O)(=O)N2CCN(c3ccccc3F)CC2)c1	6.4%	-0.6	0.2%	-3.0%	-8.1	10.0%	-4.6	-2.4	0.7
O=C(NCc1ccccn1)c1cccc(NS(=O)(=O)c2cccc(Cl)c2)c1	8.8%	5.9	-1.1%	-2.3%	-17.7	-5.1%	3.6	-0.6	12.4
CC(=O)N1CCN(C(=O)c2ccc(-c3ccccc3Cl)o2)CC1	2.4%	0.8	-0.9%	1.7%	11.9	1.0%	8.8	-1.9	4.4
COc1cc(OC)c(NS(=O)(=O)c2cn(C)cn2)cc1Cl	-6.4%	2.8	-0.5%	1.0%	-6.8	-5.5%	0.4	2.0	-16.3
CCOCCCNC(=O)C(c1ccc(OC)cc1)N(Cc1cccs1)C(=O)c1ccccc1O (configuration not stated)	3.0%&4.1%	2.4&0.2	0.3%&-5.1%	-4.0%&-2.1%	12.3&8.5	-0.7%&-3.2%	-5.2	-4.2&0.5	-12.3&-10.9
CCN1CCN(CCNC(=O)c2ccc(/C=C3\Sc4ccccc4N(Cc4ccccc4F)C3=O)cc2)CC1	-4.2%	9.8	1.8%	-10.7%	-8.5	-8.4%	-8.9	-13.8	-17.3
O=C(NCCc1ccccc1)c1ccc(CSc2nc3ccncc3n2Cc2ccccc2)cc1	0.1%	4.4	2.3%	0.8%	-31.1*	-4.9%	21.7	-4.9	-15.5
Cc1cccc(C)c1OCc1nnc(NC(=O)CSc2ccc(Cl)cc2)s1	3.2%	0.8	-0.4%	-3.4%	20.2	0.3%	1.4	2.1	nt
O=C(N/N=C/c1ccco1)C1CC(=O)N(c2ccccc2)C1 (configuration not stated)	1.5%	0.4	0.9%	-4.2%	1.4	2.7%	-6.2	3.9	8.1

Two successive compounds out of the list so far:
SMILES	Vif-APOBEC3F blk	D1 agonist	RXFP1 ag	Glioma ERSR ind	D1 antagonist	Vif-A3G inh	D2 PAM	D1 potentiator	RXFP1 antagonist
CCN1CCN(CCNC(=O)c2ccc(/C=C3\Sc4ccccc4N(Cc4ccccc4F)C3=O)cc2)CC1	-4.2%	9.8	1.8%	-10.7%	-8.5	-8.4%	-8.9	-13.8	-17.3
O=C(NCCc1ccccc1)c1ccc(CSc2nc3ccncc3n2Cc2ccccc2)cc1	0.1%	4.4	2.3%	0.8%	-31.1*	-4.9%	21.7	-4.9	-15.5

(cont.)
SMILES	Vif-APOBEC3F blk	D1 agonist	RXFP1 ag	Glioma ERSR ind	D1 antagonist	Vif-A3G inh	D2 PAM	D1 potentiator	RXFP1 antagonist
Oc1c(I)cc(Cl)c2cccnc12	?	0.1	3.6%	-5.3%&-5.9%&-5.7%&5.9%&-2.5%	8.5	-24.1%&-13.9%	-1.0	3.5	15.9
CCOc1ccccc1NC(=O)Nc1ccncc1	-2.7%	3.5	-1.3%	0.0%	-2.9	-7.6%	-1.6	-10.8	-9.3
COc1ccc(OCC(=O)NNC(=O)c2cccc(O)c2)cc1	-3.1%	1.4	0.0%	-1.0%	-3.7	0.0%	25.0	-1.9	-5.2
Cc1cccc(-n2ncc3c(NCCCn4ccnc4)ncnc32)c1	-0.7%	1.3	-0.9%	-1.2%	12.8	-8.6%	2.7	0.5	nt
O=C(CN1CCN(Cc2ccccc2F)C1=O)NCC1CCCO1 (configuration not stated)	3.7%	2.3	3.8%	7.5%	-6.1	-8.2%	6.1	-9.7	3.8
COc1ccc(-n2cc(C(=O)c3ccc4ccccc4c3O)cn2)cc1	-4.9%	0.8	2.6%	-0.5%	5.4	-3.9%	2.7	2.7	-17.7
CC1(c2ccc(OC(F)F)cc2)NC(=O)N(CC(=O)Nc2ccc3c(c2)OCO3)C1=O (configuration not stated)	-2.8%	65.9*	-2.4%	14.2%	-60.2*	0.8%	nt	-8.9	-5.1
O=C(NC(Cc1ccccc1)C(=O)NC(Cc1ccccc1)C(=O)O)c1ccccc1 (configuration not stated)	-8.4%	1.8	0.7%	-2.3%	7.8	0.0%	7.4	-1.6	6.1
COc1ccc(C(=O)NCc2nnc(SCC(=O)c3ccccc3)o2)cc1	2.2%	1.9	2.0%	-2.5%	3.7	-0.4%	3.8	-3.8	1.2
COc1ccc(Cn2c(=S)[nH]c3ccccc32)cc1	22.6%	1.4	-0.6%	4.5%	16.8	-12.5%	5.6	1.9	-13.3
O=C(Nc1ccc(Br)cc1)c1ccc(Br)c(S(=O)(=O)N2CCCCC2)c1	2.9%	9.1	16.1%	-2.3%	-42.6*	3.9%	-8.5	3.5	-4.8
Cc1ccc(Cl)cc1N1CCN(C(=O)CN(c2ccccc2)S(=O)(=O)N(C)C)CC1	12.5%	3.7	-0.9%	-4.0%	-11.3	1.9%	23.7	-2.9	0.0
O=C(CN1CCOCC1)OCCCC1CCCCC1	0.6%	1.4	2.7%	-2.0%	-1.0	0.5%	-3.0	10.5	-2.7
Cc1cc(=O)c2cc(C(=O)c3ccccc3)ccc2[nH]1	-16.1%	0.2	1.4%	-3.7%	-13.5	-1.3%	11.7	-4.2	2.8
CCn1c(SCC(=O)NCCc2ccc(OC)c(OC)c2)nc2c1c(=O)n(C)c(=O)n2C	-0.8%	2.0	3.6%	-5.2%	5.1	-0.9%	-0.2	-4.7	-4.7
O=C(NCc1ccccc1)C1=C[C@H](C2CC2)C[C@H](OCCCCO)O1	5.5%	-2.4	0.7%	-0.1%	13.2	6.8%	0.5	1.3	nt
COc1ccc(C(=O)CC(=O)C(=O)Nc2cc([N+](=O)[O-])ccc2OC)cc1	-10.5%	3.3	-1.4%	-2.5%	-12.7	-1.7%	-4.9	-4.4	2.2
COC(=O)Cn1cc(/C=C/[N+](=O)[O-])c2ccccc21	-12.7%	1.6	0.3%	20.0%	-11.8	-19.6%	-2.9	-1.9	-24.2
CCN(CC)C(=O)CSc1nc(O)c(Cc2ccc(OC)cc2)c(=O)[nH]1	9.9%	2.1	-0.4%	-3.4%	-4.3	0.3%	14.5	-1.4	2.1
CC(=O)N(CCO)Cc1cc2cc(C)cc(C)c2[nH]c1=O	1.1%	1.3	1.0%	-0.5%	-18.7	-1.1%	-6.8	-3.5	11.1
CC(C)CC1(C(=O)O)NC(c2ccccc2O)C2C(=O)N(C(C)C)C(=O)C21 (configuration not stated)	-1.5%	1.2	1.2%	-1.0%	-28.5	0.7%	5.6	nt	nt
O=C(O)CCCCCN1C(=O)/C(=C/c2cn(-c3ccccc3)nc2-c2cccs2)SC1=S	?	nt	nt	-2.3%	nt	-1.5%	nt	nt	-25.0
CC(CCc1ccccc1)NC(=O)COC(=O)c1cccc2ccccc12 (configuration not stated)	1.1%	9.9	1.5%	-3.2%	6.9	-1.2%	13.0	4.8	-4.3
Cc1ccc(-c2nn(-c3ccccc3)cc2C(=O)O)o1	nt	14.1	-0.3%	nt	15.0	nt	0.3	-12.8	nt
CCc1ccc(NC(=O)Cn2nc(C)n3cccc3c2=O)cc1	-12.0%	0.0	1.9%	-0.6%	0.0	-0.6%	12.1	7.8	-10.1
CC(C)NC(=O)NNC(=O)c1cc(COc2cc(Cl)cc(Cl)c2)on1	-1.6%	2.0	-1.9%	-4.9%	3.0	-5.1%	4.3	-7.9	12.8
Cc1cccn(Cc2c(F)cccc2Cl)c1=O	17.2%	1.9	-2.6%	-3.9%	-2.0	-0.1%	-6.0	-2.5	-1.1
Cc1nn(-c2ccc(N3CCCC3)nn2)c(C)c1CCC(=O)NCc1ccc(F)cc1	0.6%	0.8	0.7%	0.6%	-9.8	-4.2%	-4.8	-7.5	4.3
CCOC(=O)CNC(=S)N1CCn2c(nc3ccccc32)C1	1.5%	0.0	2.5%	-1.1%	0.1	-0.1%	nt	-3.6	-2.2
CN(C)c1ccc(/C=N/NC(=O)c2ccccn2)cc1	14.8%	-0.1	-0.3%	-12.7%	9.5	1.3%	-1.6	0.1	-11.7
COc1ccc2nc3n(c(=O)c2c1)-c1ncccc1C(=O)NC3Cc1ccccc1 (configuration not stated)	0.6%	nt	nt	3.3%	nt	0.1%	nt	nt	-2.8

Screening results from PubChem BioAssay.
